# Compound activity as filed in PubChem.
# TTR transcr act: TTR transcription activation, primary screen. SH-SY5Y TTR promoter Gaussia luciferase, luminescence; 100% = recombinant luciferase protein wells. activation, % at 16.7 µM. 92,000 compounds, 1.3% hits. AID 1117267;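 active = activation above the mean of all tested compounds plus 3 SD, cut at about 9.5% in these data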;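 also: cells exposed to compounds for one day before reading; 0% = median of all test compound wells on the plate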
# * = called active by the depositor. Some of the compounds tested; count on the stated rates, not on these rows.
SMILES | TTR transcr act
CSc1ccc(CCNC(=O)c2cc(-c3ccccc3)c(N3CCOCC3)s2)cc1 | -0.9
Cc1cc(C)c(NC(=O)CN(C)S(=O)(=O)c2ccc3c(c2)n(C)c(=O)c(=O)n3C)c(C)c1 | 1.9
O=C(NC(=S)NCC1CCCO1)c1ccccc1F (stereo not drawn) | -0.1
O=C(NCc1ccccc1)O[C@@H]1CC[C@@]23CCCN2C(=O)CCC[C@H]3C1 | 2.5
Cc1cc(Cl)ccc1NC(=O)CCCN1C(=O)CCC1=O | -0.3
CC[C@]12c3[nH]c4ccc(OC)cc4c3CCN1C(=O)C(CC(=O)NC(C)(C)C)C[C@@H]2C(=O)N1CCN(C(=O)c2ccco2)CC1 (stereo partly drawn) | -1.2
CCC1=C2CC[C@H]3C(=O)N(CC)C(=O)[C@H]3[C@H]2[C@@]2(Cc3ccccc3)C(=NCc3ccccc3)OC(=O)N2C1=O | 3.2
COc1ccc(Cl)cc1NC(=O)COC(=O)CCNC(C)=O | -0.4
Cc1ccc(NC(=O)Cn2c(O)c(N=NS(=O)(=O)c3ccc(C)cc3)c3ccccc32)cc1 | -0.6
N#CCCCSc1nnnn1-c1cccc(Cl)c1 | 0.7
CCNC(=O)c1sc(=S)n(CC)c1N | -2.1
CC(=O)Nc1ccc(S(=O)(=O)N2CCC(C(=O)NC3CC3)CC2)cc1 | 4.1
CC(C)N(Cc1nccn1C)C(=O)CCc1nnc(CCCc2ccccc2)o1 | -1.9
CC1CCc2c(sc3ncnc(NCCCOC(C)C)c23)C1 (stereo not drawn) | 0.8
Cc1ccc(C(=O)Nc2ccc(N3CCN(C)CC3)nc2)cc1 | -1.0
CC(=NNC(=O)c1ccc(NS(=O)(=O)c2ccc(Br)cc2)cc1)c1cccnc1 | -0.1
Cc1cccc(N2CCN(C(=O)C3CCN(S(=O)(=O)c4c(C)noc4C)CC3)CC2C)c1 (stereo not drawn) | -2.0
CCN(CC)C(=O)Cn1ccc(NC(C)=O)nc1=O | -1.2
O=C(Nc1cccc(O)c1)c1cc(-c2ccccc2Cl)on1 | 0.1
CCOC(=O)N1CCC(NC(=O)CCC(=O)N2CCOc3ccc(Cl)cc32)CC1 | 0.1
CCOC(=O)N(NC(=O)C(O)(CC(C)C)CC(C)C)c1ccccc1 | 2.4
Cc1ccccc1NC(=O)NNC(=O)OC(C)(C)C | -1.2
O=C(Oc1cc2oc(=O)c3c(c2cc1Cl)CCCC3)c1cccs1 | -2.4
COC(=O)c1ccc(OS(=O)(=O)c2ccc(NC(C)=O)cc2)cc1 | 0.1
Cc1cc(Cl)c(S(=O)(=O)Nc2ccccn2)cc1OCC(N)=O | 1.2
CN(CC(O)COCc1ccc2c(c1)OCO2)C1CCCCC1 (stereo not drawn) | -0.4
C#CCN1C(=O)[C@]2(NCCc3c2[nH]c2ccc(OC)cc32)c2cc(F)ccc21 | -2.3
COc1ccc(NC(=O)CCCn2cc([N+](=O)[O-])cn2)cc1 | 8.4
O=c1[nH]ncc(N2CCCC2)c1Cl | -1.5
N#CCCn1nc2c(c1N)CCC2 | 2.2
C=CCN(Cc1nc(-c2cc(OC)c3c(c2)OCO3)oc1C)C1CCS(=O)(=O)C1 (stereo not drawn) | -0.5
Cc1nnsc1C(=O)N1CCN(c2cc(C(F)(F)F)ccn2)CC1 | 3.1
Cc1ccc(N(CC2CO2)S(=O)(=O)c2ccc([N+](=O)[O-])cc2)cc1 (stereo not drawn) | -2.2
C(=N\c1nccs1)/c1cccnc1 | 4.8
COc1cccc(CCC(=O)N2CCC(n3nccc3NC(=O)C3CCOC3)CC2)c1 (stereo not drawn) | 0.8
COC(=O)[C@]12C[C@H](CC(=O)N3CCN(C(=O)C4CC4)CC3)C(=O)N(Cc3ccc(Cl)cc3Cl)C1=C[C@H](COCc1ccccc1)O[C@@H]2C | -0.3
Cc1c(NC(=O)C(C)Sc2ccc3ccccc3n2)c(=O)n(-c2ccccc2)n1C (stereo not drawn) | -3.0
COc1ccc(NC(=S)N2CCN(c3ncccn3)CC2)cc1 | -1.3
Oc1ccc2oc3c(c2c1/C=N/n1cnnc1)CCCC3 | 0.0
COc1ccccc1N1CCN(C(=O)CNC(=O)c2ccc(Cl)cc2Cl)CC1 | 5.6
CC(C)CC1NC(=O)N(CC(=O)NC2CCCc3ccccc32)C1=O (stereo not drawn) | 0.8
Cc1ccccc1C(=O)NCC(=O)OC(C)C(=O)NC(C)CCc1ccccc1 (stereo not drawn) | -0.2
COc1ccc(-c2cncnc2-c2ccc(OC)cc2O)cc1 | 1.2
COc1cccc(CN(C)CCCn2ccc(NC(=O)OCc3ccccc3)nc2=O)c1 | 0.6
CCN(CC)S(=O)(=O)c1ccc(N(C)Cc2cccc(OC)c2OC)nc1 | -1.7
Cc1ccc(Cl)c(OCC(O)CN(CCO)CCO)c1 (stereo not drawn) | 1.9
CCOC(=O)c1sc(Nc2ccc(Br)cc2)nc1C | -5.1
CCC(=O)N1CCN(c2ccc(Cl)cc2NC(=O)Cc2ccc(Cl)cc2)CC1 | 0.7
Cn1nnnc1SCCNC(=O)C1CCC(=O)N(Cc2ccc(Cl)cc2)C1 (stereo not drawn) | 1.1
CCc1cc2c(SCC(=O)Nc3ncc(Cl)c(C)c3Cl)ncnc2s1 | -0.2

# Next part; the last 4 above are carried over.
SMILES | TTR transcr act
CCOC(=O)c1sc(Nc2ccc(Br)cc2)nc1C | -5.1
CCC(=O)N1CCN(c2ccc(Cl)cc2NC(=O)Cc2ccc(Cl)cc2)CC1 | 0.7
Cn1nnnc1SCCNC(=O)C1CCC(=O)N(Cc2ccc(Cl)cc2)C1 (stereo not drawn) | 1.1
CCc1cc2c(SCC(=O)Nc3ncc(Cl)c(C)c3Cl)ncnc2s1 | -0.2
COc1cccc(OCCCN2CCCCCC2)c1 | 3.6
CCCn1c(N)c(C(=O)CSc2nnc3ccccn23)c(=O)n(C)c1=O | 3.0
CCc1nnc(NC(=O)CSc2nnc(-c3ccoc3C)n2-c2cccc(C)c2)s1 | 1.5
COC(=O)c1cc2c(cc1NC(=O)CSCCc1ccccn1)OCO2 | 1.5
COc1ccc(NC(=O)CN(C)C(=O)c2cc3c(s2)CCC(C)C3)cc1 (stereo not drawn) | 1.4
COC1CCCCC1NS(=O)(=O)c1ccc(Cl)cc1 (stereo not drawn) | 1.1
Cc1cc(C)c(NC(=O)CNC(=O)COC(=O)CNC(=O)c2ccc(Cl)cc2Cl)c(C)c1 | 1.0
Cc1cccc(Cn2cc(COC(=O)NCCc3c[nH]c4ccccc34)nn2)c1 | 0.9
CCCC(=O)C1=C(O)C(C(=O)OC)C(C)(C)CC1=NCCc1ccc(OC)c(OC)c1 (stereo not drawn) | -0.7
Nc1nc(SCC(=O)Nc2ccccc2Sc2ccc(Cl)cc2)n[nH]1 | -2.4
Cc1ccc(C(=O)OCC(=O)NCc2ccco2)s1 | -0.9
CC(=O)N1CCN(CC(=O)Nc2ccc(SC(F)F)cc2)CC1 | 0.3
CCCCN(C(=O)CSc1nnc(-c2ccc(OC)cc2)n1C(C)C)c1c(N)n(Cc2ccccc2)c(=O)[nH]c1=O | 0.2
CC1CCN(c2ccc(S(=O)(=O)NC3=NCCCCC3)cc2[N+](=O)[O-])CC1 | 1.2
O=C(NCc1cccnc1)/C(=C/c1ccc(-c2cccc(Cl)c2)o1)S(=O)(=O)c1ccccc1 | -2.2
Cc1nc2c(-c3ccc(F)cc3)c(C)nn2c(C)c1CCC(=O)N1CCN(c2ccccc2)CC1 | -0.8
CC(=O)c1sc(NC(C)c2ccccc2)nc1C (stereo not drawn) | 2.4
COCC1CCN(C(=O)CCc2nnc(CCCCc3ccccc3)o2)CC1 | 8.2
CN(C)C(=O)N1CCN(C(=O)N2CCOCC2)CC1 | -1.7
COc1ccc(Cl)cc1N1C(=O)CC(N2CCc3ccccc32)C1=O (stereo not drawn) | -0.6
CCNC(=S)N(CCc1c(C)[nH]c2ccc(C)cc12)Cc1ccco1 | -1.1
O=C(CN1CCN(C(=O)c2ccccc2)CC1)NC(=O)NCCC1=CCCCC1 | 1.1
O=S(=O)(c1ccc(Br)s1)N1CCN(c2ccnc3cc(Cl)ccc23)CC1 | -2.9
O=C(c1ccncc1)N1CCN(C(=O)c2ccco2)CC1 | 0.0
O=C(CCN1CCOCC1)Nc1cc(C(=O)Nc2ccccc2F)ccc1N1CC2CC(C1)c1cccc(=O)n1C2 (stereo not drawn) | 0.5
NC(=O)C1(N2CCCCC2)CCN(C2CC(=O)N(Cc3ccc(N4CCCC4=O)cc3)C2=O)CC1 (stereo not drawn) | 0.7
CC1CN(CCc2ccccc2)c2nc3c(c(=O)n(C)c(=O)n3C)n2C1 (stereo not drawn) | -0.9
COc1ccc(/C(C)=N/NC(=O)CNC(=O)CCc2ccccc2)c(OC)c1 | 0.5
CN(C1CCCCC1)S(=O)(=O)c1ccccc1 | 0.5
O=C1CC2c3ccccc3C1C1C(=O)N(CCO)C(=O)C21 (stereo not drawn) | -0.6
CCOc1ccc(OCCSc2nc(N)cc(=O)[nH]2)cc1 | 0.6
COc1ccc([N+](=O)[O-])cc1NC(=O)CSc1ccc2ccccc2c1 | -2.1
Cn1nc(C(=O)OCC(=O)Nc2cccc(S(=O)(=O)N3CCCC3)c2)c2ccccc2c1=O | 0.2
CCOC(=O)c1cn(CC)c2cc(N3CCN(C)CC3)c(F)cc2c1=O | 0.7
CCC(Oc1ccc2ccccc2c1)C(=O)O (stereo not drawn) | 2.1
Cc1ccc2c(c1)C(=O)C(=O)N2CC1COc2ccccc2O1 (stereo not drawn) | 1.3
c1cncc(-c2nnc3sc(-c4ccco4)nn23)c1 | 3.2
CC1(C)CC(=O)C=C(NCCN2CCN(C(=S)Nc3ccc(F)cc3)CC2)C1 | 1.9
CC1(C)CN(CCc2ccccc2)C(=O)[C@H]1CC(=O)Nc1ccc(Br)cc1 | -0.5
Cc1nonc1CN(C)C(=O)c1cc(COc2ccc(F)cc2Cl)on1 | -0.3
N#Cc1nc(-c2cccc3ccccc23)oc1N | 0.3
C=CCn1c(CCCOc2ccc(Cl)cc2Cl)n[nH]c1=S | 3.3
O=C(NCCCN1CCN(Cc2ccccc2)CC1)C1CCN(S(=O)(=O)N2CCCC2)CC1 | -1.3
Cc1ccccc1OCCCCCCN1CCNCC1 | -0.2
CC(NC(=O)c1cccc(OC2CCN(C3CCN(C)CC3)CC2)c1)c1ccccc1 (stereo not drawn) | -2.5
COc1cc(C#Cc2c(-c3cncn3C)n(C)c3ccc(-c4ccc(OC)c(OC)c4)cc23)cc(OC)c1 | -0.1
COc1cc(OC)c(S(=O)(=O)Nc2ccccc2N2CCOCC2)cc1NC(C)=O | -1.0
CCN(CC)CCCN(C(=O)c1cccc(C)c1)c1nc(-c2ccc(OC)cc2)cs1 | -0.9
CCN1C(=O)[C@H]2[C@H]3CN=C(SCc4ccc(C(=O)OC)cc4)N3[C@@](C)(C(=O)OC)[C@H]2C1=O | 5.7
CCN1CCc2c(sc(NC(=O)c3ccc(S(=O)(=O)N(CC)c4ccccc4)cc3)c2C(N)=O)C1 | -1.6

# (more compounds)
SMILES | TTR transcr act
CCOC(=O)Cc1csc(CC(N)=O)n1 | 0.3
Cc1ccc(Nc2cnn(C34CC5CC(CC(CC(=O)O)(C5)C3)C4)c(=O)c2Cl)cc1 | 9.4
O=C(O)c1cccc(-c2nc3ccccc3[nH]2)c1 | 4.4
CN(C)S(=O)(=O)c1cccc(-n2sc3ccccc3c2=O)c1 | -3.9
CCOC(=O)CSc1nnc(CNC(=O)c2ccc(OC)cc2OC)n1C | -0.5
COc1cc(/C=C(\C#N)C(N)=O)ccc1OCc1c(C)no[n+]1[O-] | 1.2
CCOC(=O)[C@H]1[C@H]2COc3ccc(C)cc3[C@@H]2N2C(=O)CN(Cc3ccccc3)C(=O)[C@@]12C | 7.4
COc1cccc(NCc2ccc([N+](=O)[O-])s2)c1 | -1.1
Cc1cc(Cl)c2oc(C(=O)N(C)C3CCOC3)c(C)c2c1 (stereo not drawn) | -0.1
O=C(CN1CCOCC1)NNc1c2ccccc2nc2ccccc12 | 6.5
CC1=C(C(=O)N(C(C)C)C(C)C)CC(CC(=O)NC2CCCC2)C(=O)N1CCCN1CCCC1=O (stereo not drawn) | -0.5
CCn1cc(/C=N\NC(=O)Cc2ccc([N+](=O)[O-])cc2)c(C)n1 | -0.2
COCCn1c(SCc2nc3cc(OC)c(OC)cc3c(=O)[nH]2)nnc1-c1ccncc1 | -2.3
COc1ccc(NC(=O)CSc2nnc(-c3ccco3)c(-c3ccco3)n2)cc1OC | 0.2
COC(=O)[C@@]12C[C@@H](CC(=O)NCc3cccs3)C(=O)N(Cc3ccco3)C1=CCC(C)(C)C2 | 1.5
COc1cc(F)c(S(=O)(=O)N2CCCN(S(=O)(=O)c3cccc(N)c3)CC2)c(F)c1 | 1.3
ONC(=Nc1ccc(Cl)cc1)c1ccccc1 | 3.3
CCOc1ccc(S(=O)(=O)N2CCN(C(=O)c3ccc(Cl)c(S(=O)(=O)N4CCOCC4)c3)CC2)cc1 | 2.5
O=[N+]([O-])c1cccc(C=NN=C2c3ccccc3-c3ccccc32)c1 | 0.8
Cc1cc(NC(=O)CN(C)C)c([N+](=O)[O-])cc1C | 4.8
COc1ccc(/C=C(\C#N)C(=O)N2CCOCC2)cc1Br | 2.5
CN1CCN(S(=O)(=O)c2cccc(C(=O)N(Cc3nnc(-c4ccccc4Cl)o3)C3CC3)c2)CC1 | 3.3
Cc1cc(C)c2c3c(sc2n1)C(=O)N(C)CC(=O)N3 | 3.0

# 4 entries from above, as labelled records:
> CCOC(=O)N(NC(=O)C(O)(CC(C)C)CC(C)C)c1ccccc1
  TTR transcr act = 2.4
> COc1ccc(/C(C)=N/NC(=O)CNC(=O)CCc2ccccc2)c(OC)c1
  TTR transcr act = 0.5
> COc1ccc(/C=C(\C#N)C(=O)N2CCOCC2)cc1Br
  TTR transcr act = 2.5
> COc1cc(/C=C(\C#N)C(N)=O)ccc1OCc1c(C)no[n+]1[O-]
  TTR transcr act = 1.2
